# Screens deposited in PubChem by several laboratories.
# LAP4 TOR yeast = modulators of TOR pathway LAP4-GFP in S. cerevisiae; S. cerevisiae LAP4-GFP multiplex, flow cytometry GFP, 3 h; median GFP as percent of DMSO wells; GFP response vs DMSO, % at 10 µM; 0.34% of 320,000 active;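 active = GFP response vs DMSO above a set limit, about the screen mean plus 3 SD, cut at about 150% in these data; inconclusive = under 70 cell events counted for the yeast strain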
# GASC-1 inh = blocks human GASC-1 demethylase activity; Q9H3R0; GST-JMJD2C(1-420) H3K9me3 demethylation, DELFIA europium; inhibition, % at 2.35 µM; 0.069% of 330,000 active; AID 2099;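 active = more than half of a compound's replicate wells show inhibition beyond 50%, single wells judged on their own value; inconclusive = some, but no more than half, of replicates pass 50% inhibition; inactive = no replicate passes 50% inhibition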;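 also: signal counts dimethyl H3K9 product captured on neutravidin plate; 0% = median of DMSO wells and 100% = 0.3 times that DMSO median; strong numbers were not always called active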
# Target sequence (Q9H3R0 1-420 limits assumed): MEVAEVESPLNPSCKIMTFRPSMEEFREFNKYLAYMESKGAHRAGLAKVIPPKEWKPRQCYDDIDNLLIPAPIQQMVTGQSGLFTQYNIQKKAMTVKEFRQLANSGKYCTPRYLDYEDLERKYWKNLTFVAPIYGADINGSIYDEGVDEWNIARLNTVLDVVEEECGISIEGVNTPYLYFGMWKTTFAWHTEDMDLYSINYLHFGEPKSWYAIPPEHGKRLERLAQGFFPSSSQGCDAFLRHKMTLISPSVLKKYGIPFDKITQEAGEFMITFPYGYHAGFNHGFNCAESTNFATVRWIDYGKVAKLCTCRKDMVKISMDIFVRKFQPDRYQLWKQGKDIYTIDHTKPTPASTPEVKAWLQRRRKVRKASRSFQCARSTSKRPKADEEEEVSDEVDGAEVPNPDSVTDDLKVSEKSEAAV
# CIT2-GFP yeast = modulators of TOR pathway CIT2-GFP in S. cerevisiae; S. cerevisiae CIT2-GFP strain, flow cytometry, 3 h; 100 means same as DMSO wells; GFP response vs DMSO, % at 10 µM; 0.065% of 320,000 active;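 active = GFP response relative to DMSO above a set limit, near the screen mean plus 3 SD, cut at about 150% in these data; inconclusive = Fewer than 70 cells measured for a yeast strain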;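 also: ratio of well median GFP fluorescence to mean of DMSO wells on the plate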
# AGP1-GFP MLPCN = modulators of TOR pathway AGP1-GFP in S. cerevisiae; S. cerevisiae AGP1-GFP multiplex flow cytometry, 3 h; GFP as percent of DMSO wells; GFP response vs DMSO, % at 10 µM; 0.02% of 320,000 active; AID 2066;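 active = GFP response relative to DMSO above a set limit, near screen average plus 3 SD, cut at about 150% in these data; inconclusive = fewer than 70 cells counted for the yeast strain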;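 also: median GFP channel fluorescence of the gated AGP1 strain per well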
# MEP2 TOR yeast = yeast TOR pathway MEP2-GFP modulation; S. cerevisiae MEP2-GFP strain, flow cytometry GFP, 3 h; 100% = DMSO control level; GFP response vs DMSO, % at 10 µM; 0.51% of 330,000 active; AID 2016;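 active = GFP response versus DMSO above a set limit, roughly screen mean plus 3 SD, cut at about 180% in these data; inconclusive = fewer than 70 cells counted for a yeast strain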;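 also: median GFP fluorescence of the barcode-gated MEP2-GFP cells per well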
# GRK2 inh = inhibitors of human GRK2 displacing RNA aptamer; bead flow cytometry, FAM-aptamer displacement from GRK2; 0.59% of 330,000 active; P25098; inhibition of aptamer binding, % at 10 µM;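 active = inhibition of aptamer binding above 40%, roughly 3 SD of noise, on plates passing a quality check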;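 also: median bead fluorescence of bound FAM aptamer so fluorescent compounds give negative values; no value below 0 was filed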
# Target sequence (P25098 whole entry, looked up): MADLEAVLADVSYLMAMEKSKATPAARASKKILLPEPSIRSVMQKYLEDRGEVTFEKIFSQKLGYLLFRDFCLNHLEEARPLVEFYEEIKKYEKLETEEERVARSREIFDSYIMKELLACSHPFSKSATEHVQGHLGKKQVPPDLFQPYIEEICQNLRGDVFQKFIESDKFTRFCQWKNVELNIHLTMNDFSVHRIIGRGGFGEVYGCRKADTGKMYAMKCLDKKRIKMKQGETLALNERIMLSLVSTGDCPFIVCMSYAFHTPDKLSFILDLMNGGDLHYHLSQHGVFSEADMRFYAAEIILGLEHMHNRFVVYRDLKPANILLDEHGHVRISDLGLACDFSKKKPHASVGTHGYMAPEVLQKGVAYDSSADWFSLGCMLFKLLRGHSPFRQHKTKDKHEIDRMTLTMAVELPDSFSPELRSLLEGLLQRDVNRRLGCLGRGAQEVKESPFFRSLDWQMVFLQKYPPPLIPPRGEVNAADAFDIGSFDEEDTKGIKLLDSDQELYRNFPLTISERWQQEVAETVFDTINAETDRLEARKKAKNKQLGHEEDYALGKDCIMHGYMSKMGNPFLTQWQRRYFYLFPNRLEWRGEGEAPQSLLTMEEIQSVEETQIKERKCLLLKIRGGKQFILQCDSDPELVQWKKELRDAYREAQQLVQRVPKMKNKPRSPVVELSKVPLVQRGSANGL
# RPL19A TOR yeast = modulators of TOR pathway RPL19A-GFP in S. cerevisiae. S. cerevisiae RPL19A-GFP strain, flow cytometry, 3 h; hits give low values. percent response vs DMSO, % at 10 µM. 0.3% of 330,000 active. AID 2025;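 active = percent response vs DMSO below 50%; inconclusive = fewer than 70 events counted for the yeast strain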;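 also: median channel GFP fluorescence of the barcoded RPL19A-GFP strain; ratio of sample median GFP to plate DMSO average so 100% = DMSO; lower means less RPL19A-GFP as with rapamycin TOR inhibition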
# VLA-4 inh = inhibition in a human VLA-4 binding assay | 0.2% of 330,000 active | inhibition, % (about 7 µM as worked out from the volumes in the protocol) | VLA-4 expressing cells, ligand binding flow cytometry | P13612 | AID 2557; in the data active = inhibition above about 50%
# The depositor's hits bear a star; ? = inconclusive; · = not tested or not shown; & = joins results of further samples. This is a random part of the collection; overall some 1.7% were active at least once.
SMILES,LAP4 TOR yeast,GASC-1 inh,CIT2-GFP yeast,AGP1-GFP MLPCN,MEP2 TOR yeast,GRK2 inh,RPL19A TOR yeast,VLA-4 inh
CC(C)Nc1ccc(C(CC(N)=O)NC(=O)Cc2ccc(Cl)cc2)cc1[N+](=O)[O-] (stereo not drawn),100,5,77,87,95,2,100,-1
CCCCn1c(N)c(N(CCOC)C(=O)c2ccc(-c3ccc([N+](=O)[O-])cc3)o2)c(=O)[nH]c1=O,96,-3,101,98,101,0,100,12
N#Cc1cnc2sc3ccccc3n2c1=N,101,-2,106,100,108,2,103,-10
O=C(O)CSCC(=O)Nc1ccccn1,107,-3,105,109,106,12,101,14
COc1ccc(S(=O)(=O)N(C)C)cc1NC(=O)CSc1nncs1,98,-14,105,101,102,1,101,-9
CCc1nc(CN(C)C(=O)C2CCC(=O)N(Cc3cccc(F)c3)C2)no1 (stereo not drawn),93,23,105,101,106,3,101,14
CCOC(=O)Cn1c(=N)n(CCOc2ccc3ccccc3c2)c2ccccc21,97,-5,87,98,94,0,96,14
COc1ccc(C(=O)Nc2cc(C)on2)cc1S(=O)(=O)N1CC(c2ccccc2)CC1=O (stereo not drawn),102,1,95,106,99,0,96,-8
Cc1cccc(NC(=O)CN(CC2CCCO2)C(=O)c2oc3ccc(F)cc3c2C)c1C (stereo not drawn),104,-4,107,105,108,0,100,-4
Cc1c(C)n(C)c2ccc(C(=O)N3CCN(c4ccccc4)CC3)cc12,99,-2,96,101,99,2,96,-6
CC(=O)c1ccc(OCCCC(=O)N2CCN(S(=O)(=O)c3ccc(C(C)C)cc3)CC2)cc1,106,-1,106,106,101,0,96,2
COc1cc2c(cc1OC)C1(CCCC1)CNC2c1cccc([N+](=O)[O-])c1 (stereo not drawn),96,-8,99,101,101,1,97,-7
CCn1c2ccccc2c2nnc(SCC(=O)Nc3cc(C)on3)nc21,91,-1,·,94,93,2,95,-1
CC(=O)c1cccc(NC(=O)c2ccc3c(c2)CCCC3)c1,101,-18,98,99,100,0,103,-2
Cc1ccc(S(C)(=O)=O)cc1C(=O)Nc1ccc(S(=O)(=O)Nc2nccs2)cc1,97,6,98,95,101,1,98,10
CC(C)=CC(=O)Nc1ccc2c(c1)OCO2,98,2,92,93,93,0,91,34
N#Cc1cc2ccccc2n2nnnc12,108,-3,97,98,102,0,99,15
CC(C)c1ccc2oc(-c3cc(N)ccc3O)nc2c1,111,3,100,88,99,0,96,2
CNC(=S)N(CCc1c(C)[nH]c2ccccc12)Cc1ccco1,99,-2,97,102,104,0,99,16
N=c1ccn(Cc2ccc(Cl)c(Cl)c2)cc1,99,4,97,96,104,0,99,0
Cc1cc(NC(=O)c2c(F)cccc2F)n(-c2nc3ccccc3[nH]2)n1,100,1,95,95,104,0,96,-1
CC(C)CCNC(=O)C1CCCN1C(=O)NC1CCCCC1 (stereo not drawn),98,6,98,95,101,0,98,3
Cc1cc(N2CCOCC2)nc(-c2ccc(Br)cc2)n1,84,·,91,91,100,1,97,13
c1coc(CN2CCN(C(c3cccs3)c3nnnn3C3CCCC3)CC2)c1 (stereo not drawn),101,-30,104,106,102,0,99,12
Cn1cc(Br)c(C(=O)n2cc(Br)cn2)n1,100,9,96,97,102,2,98,-4
NS(=O)(=O)c1ccc(CNC(=S)Nc2ccc(F)c(Cl)c2)cc1,95,43,·,93,97,0,92,-3
CCOC(=O)c1ccccc1NC(=O)CSc1ccc(-c2cccnc2)nn1,131,·,74,87,96,1,92,11
COc1ccc(-c2cc(-c3ccc(C)cc3)n[nH]2)c(O)c1,109,-5,95,89,108,0,99,5
COc1cccc(NC(=O)CN(C)S(=O)(=O)c2ccc3c(c2)CCC(=O)N3)c1,99,-3,99,107,101,2,106,17
O=c1c2[nH]c3ccccc3c2ncn1C1CCCCC1,104,1,91,98,100,4,99,-3
O=C(CCCCC(=O)NCCc1ccccc1)NCCc1ccccc1,79,2,99,90,104,0,98,4
O=C(O)c1ccc(COCC(F)(F)C(F)F)o1,95,26,97,100,95,20,97,7
O=C(Nc1ccc(CN2CCOCC2)cc1)c1ccc2ccccc2c1,100,1,102,105,103,0,105,16
COc1cc(CC(=O)Nc2ccccc2N2CCCCC2)cc(OC)c1OC,98,6,91,100,98,0,97,14
Cc1cccc(C(=O)NC(NCc2ccco2)C(Cl)(Cl)Cl)c1 (stereo not drawn),105,0,108,·,110,3,102,7
Cc1ccc(S(=O)(=O)N2CCN=C2c2ccccc2)cc1C,100,10,89,100,102,2,96,11
CN(C)CCSc1nnc2sc3ccccc3n12,94,-3,98,97,102,0,96,10
CC(C)(C)NS(=O)(=O)c1ccc(NC(=O)C(Sc2ccccc2)c2ccccc2)cc1 (stereo not drawn),101,-7,94,100,101,0,97,8
CCN(C(=O)C(C)OC(=O)c1nn(-c2ccccc2C(F)(F)F)cc1O)c1ccccc1 (stereo not drawn),102,10,103,101,108,0,98,2
O=C1CCc2cc(NS(=O)(=O)c3ccc([N+](=O)[O-])cc3)cc3c2N1CCC3,116,-48,101,110,110,2,99,-1
Cc1ccc(N/C=C2\C(=O)N(c3ccc(F)cc3F)C(c3cccnc3)S2(=O)=O)cc1 (stereo not drawn),111,-5,106,101,102,3,100,-10
CC(=O)Nc1c(Cl)cc([N+](=O)[O-])c2ccccc12,92,8,98,100,83,0,106,7
COc1ccc(C(=S)N2CCOCC2)cc1OC(=O)c1cc(OC)c(OC)c(OC)c1,99,8,112,97,103,2,105,-4
O=C(Nc1ccc(Cl)cc1)c1ccco1,86,-7,98,96,99,4,103,7
O=C(O)CSc1nc2c(c(C(F)(F)F)n1)CCCC2,108&127,2&-6,107&105,94&109,107&118,0&0,104&115,11&10
COC(=O)c1[nH]c2ccc(F)cc2c1NS(=O)(=O)c1ccc(OC)cc1OC,98,8,90,96,106,0,96,-1
COc1cc(NC(=O)COC(=O)c2cc(S(=O)(=O)N3CCCCC3)ccc2Cl)c(C)cc1[N+](=O)[O-],110,-1,103,97,120,2,99,6
Cc1ccc(C(=O)NC2CC(C)(C)NC(C)(C)C2)cc1Cl,99,-10,100,98,104,0,97,12
CC(c1ccon1)N(C)C(=O)CCc1nnc(Cc2ccc(-c3ccccc3)cc2)o1 (stereo not drawn),106,-1,95,99,98,0,99,1
CCc1ccc(NC(=O)NCCN2CCN(c3ccc(OC)cc3)CC2)cc1,97,-3,97,96,99,0,100,14
Cc1ccc(N2C(=O)c3ccccc3C2=O)nc1,99,1,98,98,100,2,103,4
COc1cc(C)c(CNC2CCCCC2)cc1C,108,-1,109,104,108,1,100,-10
Cc1ccc(C(=O)NN=CC(=O)c2ccccc2)c(C)c1,94,·,78,90,92,0,93,7
CC(OC(=O)Cn1c(C(F)(F)F)nc2ccccc21)C(=O)N1CCCc2ccccc21 (stereo not drawn),99,1,88,100,98,2,94,5
CCN(CCNCC(O)COc1ccccc1C(C)C)c1cccc(C)c1 (stereo not drawn),95,4,101,97,98,0,100,20
COc1cccc(OC)c1C(=O)OCC(=O)Nc1ccc(OC(F)(F)F)cc1,113,-4,94,102,101,0,98,5
CS(=O)(=O)c1ccc(Cl)c(NC(=O)COC(=O)CNC(=O)c2cccs2)c1,104,2,102,108,103,0,101,-7
CCc1ccc(C(=O)COC(=O)CNC(=O)c2ccco2)cc1,103,13,98,100,103,1,98,-2
Cc1cccc(NC(=O)CCNC(=O)c2ccccc2Cl)n1,91,2,93,90,98,0,100,2
Cc1ccc(S(=O)(=O)NCCC(=O)NCCc2ccc(S(N)(=O)=O)cc2)cc1C,98,-8,90,95,90,5,90,28

# Continuation.
SMILES,LAP4 TOR yeast,GASC-1 inh,CIT2-GFP yeast,AGP1-GFP MLPCN,MEP2 TOR yeast,GRK2 inh,RPL19A TOR yeast,VLA-4 inh
CCSc1nnc(NC(=O)CCC2CCCCC2)s1,108,8,101,110,100,0,98,3
COc1ccc(CCNc2ncnc3c2c(C)c(C)n3CCO)cc1OC,95,4,107,101,107,0,105,24
O=C(Nc1ccc(C(=O)N2CCOCC2)cc1)c1cccc(Br)c1,100,18,96,96,101,0,98,-8
CC#CC#Cc1cccc(=O)o1,100,14,85,92,106,17,105,0
CCN1CCN(C(=O)C2CCC(CNS(=O)(=O)c3ccc(NC(C)=O)cc3)CC2)CC1 (stereo not drawn),99,-6,106,105,106,1,103,6
C=CCn1c(=O)c2ccccc2n2c(SCc3nnc(-c4ccccc4Br)o3)nnc12,105,20&5,93,100,97,0,95,20
Cc1cc(C(C)(C)C)cc(C)c1CC1=NCCN1,105,3&-20,84,85,96,0,99,-9
Cc1ccc(S(=O)(=O)N2CCC(C(=O)OCC(=O)NC(C)c3ccc(F)cc3)CC2)cc1C (stereo not drawn),115,0,109,109,112,0,97,20
c1ccc(C2[C@H]3CN(CC4CCCCC4)[C@H](c4ccccc4)C34CC2(c2ccccc2)C4)cc1 (stereo partly drawn),103,5,101,100,106,0,104,-5
COC(=O)c1ccc(COc2ccc3c(C)c(C)c(=O)oc3c2)o1,117,47,77,88,98,0,90,10
COc1ccc(C(CNC(=O)c2ccc3c(c2)OCCO3)N(C)C)cc1 (stereo not drawn),95,0,97,96,98,0,102,4
COc1cc(C(C)=O)ccc1OCC(O)CN1CCN(c2ccc(C)cc2C)CC1 (stereo not drawn),92,-11,107,94,108,·,106,-1
COc1ccccc1Nc1nc(N)nc(CSC(=S)N2CCOCC2)n1,114,0,100,107,99,0,98,17
CC(=O)c1c(C)[nH]c(C(=O)COc2ccc(C#N)cc2)c1C,90,5,97,92,96,4,93,-3
COc1ccccc1N1CCN(C/C(O)=C(\C#N)c2nc(-c3ccccc3)cs2)CC1,92,13,93,93,97,5,95,8
COc1cc(/C=C(\C#N)C(=O)NCc2ccccc2)ccc1OCc1ccc(C(=O)O)cc1,91,57,92,87,115,0,88,11
O=Cc1ccc(-c2ccc(C(=O)O)cc2)o1,113,7,101,105,104,2,99,11
CCOc1ccc(CN2CCN(CC(O)Cn3c4ccccc4c4ccccc43)CC2)cc1 (stereo not drawn),93,1,93,87,95,2,102,51*
CSc1nnc(NC(=O)c2ccc(S(=O)(=O)N3CCOCC3)cc2)s1,116,4,103,105,105,5,98,9
O=C1CN(C(=O)COC(=O)c2ccc[n+]([O-])c2)c2ccccc2N1,108,?,120,107,113,1,102,-1
N/C(=N\NC(=O)c1cccs1)c1cc2cc(Cl)ccc2oc1=O,107,2,101,112,105,0,102,4
O=C(NCc1ccccc1CN1CCCC1)c1cccc(S(=O)(=O)Nc2ccc(F)cc2)c1,111,-6,89,99,95,0,100,5
Cc1ccc(C(=O)C(SC(C)(C)C)n2cncn2)cc1 (stereo not drawn),103,6,108,107,106,0,108,3

# One compound at a time (already shown). Order of screens: LAP4 TOR yeast, GASC-1 inh, CIT2-GFP yeast, AGP1-GFP MLPCN, MEP2 TOR yeast, GRK2 inh, RPL19A TOR yeast, VLA-4 inh
# COc1cc(/C=C(\C#N)C(=O)NCc2ccccc2)ccc1OCc1ccc(C(=O)O)cc1 is entered as 91, 57, 92, 87, 115, 0, 88, 11
# O=C(NCc1ccccc1CN1CCCC1)c1cccc(S(=O)(=O)Nc2ccc(F)cc2)c1 is entered as 111, -6, 89, 99, 95, 0, 100, 5
# O=C1CN(C(=O)COC(=O)c2ccc[n+]([O-])c2)c2ccccc2N1 is entered as 108, ?, 120, 107, 113, 1, 102, -1
# Cc1ccc(C(=O)C(SC(C)(C)C)n2cncn2)cc1 (stereo not drawn) is entered as 103, 6, 108, 107, 106, 0, 108, 3
